High-throughput results deposited in PubChem BioAssay by The Scripps Research Institute Molecular Screening Center.
SRC1 TRFRET art – TR-FRET artefact, counter-screen to PPARgamma/SRC-1 agonist assay; TR-FRET detection artefact counter-screen, emission ratio; active compounds read high; TR-FRET ratio at 8 µM; hit rate 0.34% among 99,000; AID 1051; in the data active = TR-FRET ratio above about 2300; also: inactives centre near 1800; reference of the scale not given here
SRC3 TRFRET art – TR-FRET artefact, counter-screen to PPARgamma/SRC-3 agonist assay; PPARgamma/SRC-3 format; active compounds read high; TR-FRET ratio at 8 µM; hit rate 0.39% among 99,000; AID 1048; in the data active = TR-FRET ratio above about 2000; also: inactives centre near 1600; reference of the scale not given here
The depositor's hits bear a star.

Under each structure: SRC3 TRFRET art, SRC1 TRFRET art
O=C(O)CCCNC(=O)c1ccc(NC(=O)Cc2ccc(Cl)cc2)cc1
  1529, 1768
COC(=O)c1nn(-c2ccccc2)c(=O)cc1Sc1ccc(Cl)cc1
  1589, 1594
CNC(=O)COc1ccc(S(=O)(=O)Nc2ccc(OC)cc2)cc1
  1315, 1567
CC1CCC(NC(=O)c2ccc(NC(=O)c3ccc(=O)[nH]c3)cc2)CC1 (stereo unspecified)
  1630, 1664
CN1CCN(CCCCOc2ccc(F)cc2)CC1
  1677, 2082
COc1ccc(CCNC(=O)c2ccc3c(SCC(=O)O)c4c(nc3c2)CCCC4)cc1OC
  1615, 1990
COc1cc(-c2nc3ccccc3c(=O)n2N)cc(OC)c1OC
  1479, 1768
COc1ccc(CCNc2cc(C)nc3c(-c4ccc(Cl)cc4)c(C)nn23)cc1OC
  1330, 1956
COc1ccccc1N1CCN(/N=C/c2cc(OC)c(OC)c(OC)c2)CC1
  1467, 1980
CSc1nc2nc(C)c(C/C=C/c3ccccc3)c(=O)n2[nH]1
  1708, 1804
COc1cccc(C(=O)/C=C/Nc2ccc(NC(C)=O)cc2)c1
  1731, 2070
S=c1[nH]nc(-c2cccnc2)n1-c1ccc2c(c1)OCCO2
  1572, 1847
Cc1nn(-c2cccc(C(=O)O)c2)c(C)c1[N+](=O)[O-]
  1417, 1615
O=C(c1ccco1)N1CCN(C(=O)C2Cc3ccccc3CN2S(=O)(=O)c2ccc(F)cc2)CC1 (stereo unspecified)
  1603, 1936
CCc1cccc(CC)c1NC(=O)c1ccccc1CCc1ccccc1
  1505, 1818
CCCCNS(=O)(=O)c1ccc(NC(=O)Cc2ccccc2[N+](=O)[O-])cc1
  1507, 1654
CCOC(=O)c1[nH]ncc1CN1CCCC(C(=O)c2ccc(SC)cc2)C1 (stereo unspecified)
  1770, 1997
O=C(CNC(=O)c1ccncc1)N/N=C/c1cc(Br)ccc1O
  1591, 1806
COc1ccc(CCCc2n[nH]c(=S)o2)c(C)c1
  1506, 1699
Cc1ccccc1C(=O)Nc1nnc(-c2ccncc2)o1
  1632, 1634
COc1cc(C(=O)N/N=C/c2ccc(OC)c(CN3CCN(c4ccc(F)cc4)CC3)c2)ccc1O
  1494, 1653
COC(=O)COc1ccc(S(=O)(=O)N2CCN(c3ccc(OC)cc3)CC2)cc1
  1528, 1539
CCNC(=S)N=Nc1c(O)[nH]c2ccc(C(C)C)cc12
  1788, 2026
CCc1ccc(NC(=S)N(Cc2ccc(Cl)cc2)Cc2ccc(C(=O)O)cc2)cc1
  1460, 1576
Cc1cccn2c(NC(=O)c3cccs3)c(-c3ccccc3)nc12
  1745, 1676
COC(=O)c1cccc(NC(=O)CCc2ccccc2)c1
  1755, 1831
COc1ccc([N+](=O)[O-])cc1NC(=O)CSc1nccc(C)n1
  1779, 1779
O=[N+]([O-])c1nn(-c2ccc(Cl)cc2)n(O)c1=NCc1ccncc1
  1502, 1809
Cc1ccc(NC(=O)COC(=O)/C=C/c2cccs2)c(C)c1
  1645, 1810
Cc1cccc(C(=O)NC(=S)NNC(=O)COc2c(C)cccc2C)c1
  1796, 1818
COC(=O)c1cc2ccsc2n1Cc1cccc(F)c1
  1557, 1825
CC1(C)Cc2ccccc2C(=NCCCC(=O)O)N1
  1441, 1570
CC1CCN(c2c(NCc3ccc(C(=O)NCc4cccnc4)cc3)c(=O)c2=O)CC1
  1587, 1819
CCN(CC)CCN(C(=O)c1c(F)cccc1F)c1nc2cc(C)cc(C)c2s1
  1618, 1770
COc1ccc(N2CCN(C(=O)c3ccc(NS(=O)(=O)c4cccs4)cc3)CC2)cc1
  1826, 2156
CC(=O)c1ccc(-c2nnc(CCC(=O)N(C)Cc3c(C)nc4ccccn34)o2)s1
  1542, 1906
O=C(N/N=C\c1ccco1)c1cncc(Br)c1
  1527, 1587
CCN(C(=O)CSc1nnc2c3ccccc3n(CC)c2n1)C1CCS(=O)(=O)C1 (stereo unspecified)
  1590, 1925
COc1ccc(OC)c(S(=O)(=O)Nc2cccc(-c3ccc4nncn4n3)c2)c1
  1760, 1597
COc1ccc(S(=O)(=O)n2c(CCN3CCOCC3)nc3ccccc32)cc1
  1731, 1707
Nc1nccc(-c2ccc(-n3cnc4ccccc43)cc2)n1
  1611, 1973
Cc1csc(SCC(=O)NC(=O)NC(C)(C)C)n1
  1592, 1676
CCOC(=O)c1ccc(NC(=O)NCc2c(C)nn(CC)c2C)cc1
  1585, 1749
Cc1ccc(S(=O)(=O)N2CCC(=O)N(C(COCc3cccc(C(F)(F)F)c3)Cc3ccccc3)CC2)cc1 (stereo unspecified)
  1511, 1799
Cc1ccc(C(=O)C[n+]2cccc3cc(C)ccc32)cc1
  1689, 1889

Reprinted at random: three compounds from above
Under each structure: SRC3 TRFRET art, SRC1 TRFRET art
CCN(C(=O)CSc1nnc2c3ccccc3n(CC)c2n1)C1CCS(=O)(=O)C1 (stereo unspecified)
  1590, 1925
Cc1ccc(C(=O)C[n+]2cccc3cc(C)ccc32)cc1
  1689, 1889
CC1CCN(c2c(NCc3ccc(C(=O)NCc4cccnc4)cc3)c(=O)c2=O)CC1
  1587, 1819

The results go on.
Under each structure: SRC3 TRFRET art, SRC1 TRFRET art
NC[C@H]1O[C@H](O[C@H]2[C@H](O)[C@@H](O[C@H]3O[C@H](CO)[C@@H](O)[C@H](N)[C@H]3O)[C@H](N)C[C@@H]2N)[C@H](N)C[C@@H]1O
  1589, 1790
CCOC(=O)C1CN(S(C)(=O)=O)c2cc(CC(=O)OC)ccc2O1 (stereo unspecified)
  1650, 1922
COc1cc(/C=C/C(=O)OCC(=O)c2c(N)n(C)c(=O)n(C)c2=O)ccc1O
  1650, 1545
Cc1cnccc1NC(=O)c1cccs1
  1714, 1970
Cn1c(NNC(=O)C(c2ccccc2)c2ccccc2)cc(=O)n(C)c1=O
  1836, 1996
COc1ccccc1NS(=O)(=O)c1cccc(C(=O)NCc2ccco2)c1
  1452, 1923
CCOC(=O)N1CCN(S(=O)(=O)c2ccc3c(c2)SC(C)C(=O)N3)CC1 (stereo unspecified)
  1502, 1800
CN(CCOc1ccccc1)C(=O)c1cc([N+](=O)[O-])cc([N+](=O)[O-])c1
  1627, 1670
CCOc1cc(Cl)c(NC(C)=O)cc1OCC
  1554, 1769
CCCOc1ccccc1NC(=O)Nc1ccccc1Cl
  1890, 1762
COC(=O)c1ccc2nc(C)cc(Nc3ccccc3C)c2c1
  1455, 1676
Cc1ccc(OCC(=O)NCCc2c[nH]c3ccccc23)cc1
  1528, 1915
COC(=O)c1nc(NC(=O)c2ccc(Cl)cc2)n[nH]1
  1647, 1609
CC1CCCN(S(=O)(=O)c2ccc(C(=O)Nc3nnc(-c4ccccn4)o3)cc2)C1 (stereo unspecified)
  1781, 1942
CC(C)c1nc(CNC(=O)CCc2nnc(-c3ccsc3)o2)cs1
  1394, 1690

Overlap with the part before: 3 compounds, followed by the next part.
Under each structure: SRC3 TRFRET art, SRC1 TRFRET art
COC(=O)c1nc(NC(=O)c2ccc(Cl)cc2)n[nH]1
  1647, 1609
CC1CCCN(S(=O)(=O)c2ccc(C(=O)Nc3nnc(-c4ccccn4)o3)cc2)C1 (stereo unspecified)
  1781, 1942
CC(C)c1nc(CNC(=O)CCc2nnc(-c3ccsc3)o2)cs1
  1394, 1690
O=C(Cn1cc(C(F)(F)F)ccc1=O)Nc1cc(S(=O)(=O)N2CCOCC2)ccc1Cl
  1386, 1411
O=C1C=C(NC2=CC3OC(c4ccccc4)OCC3OC2=O)CCC1 (stereo unspecified)
  1524, 1727
C#CCOCCOCCOCCNc1nc(N2CCN(C(=O)[C@H](C(C)C)n3cc(CCO)nn3)CC2)nc(N2CCN(C(=O)[C@H]([C@@H](C)CC)n3cc(CCCN=C(N)N)nn3)CC2)n1
  1710, 1786
COC(=O)c1sc(NC(=O)C2CCCCC2C(=O)O)c(C(=O)OC)c1C (stereo unspecified)
  1646, 2007
CCSc1nc2c(cnn2-c2ccc(C)cc2)c(=O)[nH]1
  1597, 1899
CC(=O)Oc1ccc(C(=O)Cc2ccccn2)c(O)c1
  1636, 1592
COc1ccc(O)c(C(=O)c2cnn(C(=O)c3cccc(S(=O)(=O)N4CCOCC4)c3)c2)c1
  1696, 1863
Cn1cnnc1SCC(=O)Nc1ccc(Cl)cn1
  1566, 1794
Cc1cc(NC(=O)COC(=O)C2=COCCO2)c([N+](=O)[O-])cc1C
  1531, 1774
O=C(COC(=O)/C=C/c1ccc(OC(F)F)cc1)Nc1ccc(S(=O)(=O)N2CCCC2)cc1
  1637, 1929
CC1(C)C(C=C(Cl)Cl)C1C(=O)Nc1ccc([N+](=O)[O-])cc1 (stereo unspecified)
  1574, 1910
COC(=O)C1=C(C)OC(N)=C(C#N)C1c1cc2cccc(C)c2nc1Cl (stereo unspecified)
  1513, 1651
CC(C)S(=O)(=O)C1=NSC2=NC(=O)/C(=C\c3ccc(-c4cccc(C(=O)O)c4)o3)C(=N)N21
  1472, 1802
CC(=O)C(Sc1ncnc2c1nnn2-c1ccc(F)cc1)C(=O)N(C)C (stereo unspecified)
  1589, 1463
Cc1ccc(N(CC(=O)NC(C)(C)C)C(=O)CS(=O)CC(=O)Nc2ccc(F)cc2)cc1 (stereo unspecified)
  1545, 1627
CC(=O)Nc1ccc(/C=N/NC(=O)CCN2CCN(c3ccccc3)CC2)cc1
  1529, 1722
CCCN(CC(=O)Nc1ccccc1C)C(=O)CCl
  1537, 1671
CC(C)c1ccc(S(=O)(=O)c2cn(Cc3ccc(F)cc3)c3cc4c(cc3c2=O)OCO4)cc1
  1769, 1903
CCOC(=O)C1=C(CSc2nc(-c3ccncc3)ccc2C#N)OC(N)=C(C#N)C1c1cccnc1 (stereo unspecified)
  1546, 1884
CCCn1nc(Oc2nc(N(C)C)nc(N(C)C)n2)ccc1=O
  1902, 1830
O=C(CCCCn1c(=O)[nH]c2ccsc2c1=O)NCC1CCCO1 (stereo unspecified)
  1747, 1604
COC(=O)c1sc(NC(=O)/C=C/c2ccc(C)cc2)nc1C
  1664, 1712
Cc1ccnc(NC(=O)c2ccc(Cl)c(NC(=O)CCc3ccccc3)c2)c1
  1503, 1864
CC(SCC(=O)NC12CC3CC(CC(C3)C1)C2)C(=O)O (stereo unspecified)
  1581, 2061
CCOc1ccc(-c2ccc(/C=C3/C(=N)N4C(C)=CSC4=NC3=O)o2)c([N+](=O)[O-])c1
  1608, 1807
CC(=O)Nc1ccc(C(=O)OCC(=O)NCc2ccc(Cl)cc2)cc1
  1468, 1952
N#CC1(C#N)CC(C=O)=C(N)C1(C#N)CC(=O)C12CC3CC(CC(C3)C1)C2 (stereo unspecified)
  1587, 1956
CCc1nnc(NS(=O)(=O)c2ccc(NC(=O)/C=C/c3ccccc3Cl)cc2)s1
  1487, 1811
Cc1nnc(N/N=C\c2ccc(-c3cccc(C(=O)O)c3)o2)n1N
  1566, 1709
O=c1[nH]cnc2c1ncn2[C@H]1CC[C@@H](CO)O1
  1608, 1783

The list goes on (two carried over from the part before).
Under each structure: SRC3 TRFRET art, SRC1 TRFRET art
Cc1nnc(N/N=C\c2ccc(-c3cccc(C(=O)O)c3)o2)n1N
  1566, 1709
O=c1[nH]cnc2c1ncn2[C@H]1CC[C@@H](CO)O1
  1608, 1783
COC(=O)N/N=C/c1cn(Cc2ccccc2Cl)c2ccccc12
  1298, 1566
COc1cc2cc(CN(Cc3cccs3)C(=S)Nc3ccccc3)c(=O)[nH]c2cc1OC
  1607, 1762
C=CCNC(=S)N(Cc1ccccc1)Cc1ccccc1
  1393, 2015
CN(C)S(=O)(=O)c1ccc(NC(=O)/C=C/c2ccccc2Cl)cc1
  1780, 1648
Clc1ccccc1Cc1noc(CN2CCCCC2CCc2ccccn2)n1 (stereo unspecified)
  1735, 1797
CC(=O)Nc1cccc(NC(=O)c2ccco2)c1
  1679, 1558
Nc1nnc(SCC(=O)OCC(=O)NC23CC4CC(CC(C4)C2)C3)s1
  1522, 1658
CCN(CC(=O)NCc1cccs1)C(=O)CCc1c[nH]c2ccccc12
  1681, 1640
COc1cc2c(C(=O)NCc3ccccn3)cn(CC(C)C)c(=O)c2cc1OC
  1641, 1806
Cc1oc(-c2ccccc2Cl)nc1CN(C)C(C)c1ccon1 (stereo unspecified)
  1448, 1594
O=C(Nc1cccnc1)c1ccc(N2CCCC2)c([N+](=O)[O-])c1
  1803, 1908
Cc1ccc(N2C(=O)CC(Sc3ccccc3C(=O)O)C2=O)c([N+](=O)[O-])c1 (stereo unspecified)
  1511, 1777
CCc1ccc(Nc2ccc(C(N)=O)cc2[N+](=O)[O-])cc1
  1504, 1779
O=C1c2ccccc2NC(c2ccc(O)cc2)N1/N=C/c1ccc(O)cc1 (stereo unspecified)
  1412, 1846
CCc1ccc(-c2nc(CCl)cs2)cc1
  1527, 1746
O=C(COC(=O)c1cc(S(=O)(=O)N2CCCCC2)ccc1N1CCOCC1)NC1CCS(=O)(=O)C1 (stereo unspecified)
  1523, 1723

Not a hit list; about 0.65% have a hit in one of these screens.
